Growth percent in the NCI-60 one-dose screen (48 h, 10 µM unless noted): 100 = growth as untreated, 0 = no growth, -100 = all killed.
KM12: KM12 colon cancer cells. hit rate 5% among 82,000. AID 1794800
SNB-75: SNB-75 CNS cancer; hit rate 5% among 79,000
SF-539: SF-539 CNS cancer | hit rate 6.8% among 81,000 | AID 1794752
SF-268: SF-268 CNS cancer cells | AID 1794759 | hit rate 3.1% among 82,000
SF-295: SF-295 CNS cancer cells; hit rate 5.6% among 79,000; AID 1794758
HT29: HT29 colon cancer; hit rate 7.4% among 81,000
HCC-2998: HCC-2998 colon cancer. hit rate 4.7% among 79,000
SNB-19: SNB-19 CNS cancer cells; hit rate 2.5% among 81,000; AID 1794751
SW-620: SW-620 colon cancer; hit rate 5.2% among 82,000
* hit, by the source's call; / = not tested or not shown. Rule for the calls: active = growth percent below 10; inactive = the rest.

Values in the order – KM12	SNB-75	SF-539	SF-268	SF-295	HT29	HCC-2998	SNB-19	SW-620
1	Cc1ccc(-c2n[nH]c(=O)c3nc(NC(=S)Nc4ccc(Cl)cc4)sc23)cc1
→ 96	101	99	87	86	96	97	98	96
2	CC(C)C[C@H](NC(=O)OCc1ccccc1)C(=O)C1CO1 (some centres not stated)
→ 103	88	104	98	99	103	107	101	104
3	O=S(Cc1cc2c(cc1Br)OCO2)c1ccccc1 (configuration not stated)
→ 104	97	109	100	107	104	104	110	107
4	OCC1OC(n2cnc3ccccc32)CC1O (configuration not stated)
→ 106	108	100	111	95	101	116	/	111
5	COc1cc2c3cc1Oc1c(OC)c(OC)cc4c1[C@@H](Cc1ccc(O)c(c1)Oc1ccc(cc1)C[C@@H]3N(C)CC2)N(C)CC4
→ 87	86	82	98	91	34	91	105	99
6	Cn1cnc2c(=O)nc(N)n(C)c21
→ 104	91	92	95	111	101	106	100	102
7	C=C(c1cc(F)c(C(=O)O)c(F)c1)c1cc2c(cc1C)C(C)(C)CCC2(C)C
→ 92	75	91	78	88	111	104	91	97
8	O=C(O)c1cccc([N+](=O)[O-])c1I
→ 106	88	99	111	101	111	117	103	111
9	NC(C(=O)O)c1ccc(O)cc1 (configuration not stated)
→ /	110	98	/	125	103	110	112	110
10	C=C1CCC2C3(C)COC(C)(C)OC3CCC2(C)C1CC(NC1CCCC1)C1=CCOC1=O (configuration not stated)
→ 104	/	98	98	100	111	108	98	105
11	COc1ccc(-c2cc(-c3ccccc3)c(C#N)c(=O)[nH]2)cc1S(N)(=O)=O
→ 103	89	96	101	108	105	122	92	102
12	O=c1cc(Br)c(O)c(Br)cc1Br
→ 112	80	103	96	103	105	/	107	115
13	CCN(CC)S(=O)(=O)c1ccc(S(=O)(=O)N2CCC[C@@H](C(=O)N3CCC(F)(F)CC3)C2)cc1
→ 79	48	73	71	61	96	81	70	76
14	COc1cc(/C=C/C(=O)c2ccc(NC(=O)c3cc4cc5ccccc5nc4s3)cc2)cc(OC)c1OC
→ 92	/	106	108	108	104	106	111	116
15	CC1/C(=N\NC(N)=S)C(C)C(c2ccc(Cl)cc2)NC1c1ccncc1 (configuration not stated)
→ 98	90	92	108	109	66	133	89	109
16	C1=C2CCCC3=Cc4ccccc4OC23Oc2ccccc21
→ 20	23	7.8*	32	11	5.9*	58	27	18
17	Clc1ccc(CCC(Cn2ccnc2)Sc2c(Cl)cccc2Cl)cc1 (configuration not stated)
→ 52	93	91	87	43	27	57	80	65
18	O=S(=O)(O)c1nc(-c2ccccc2)c(-c2ccccc2)[nH]1
→ 96	91	99	95	97	114	98	101	93
19	O=C(Nc1ccc(Cl)c(Cl)c1)n1ncc2ccc([N+](=O)[O-])cc21
→ 104	88	91	100	95	102	108	105	96
20	Cc1nc2nc3c(c(C)nn3-c3ccccc3)c(-c3ccc(Cl)cc3)c2c(=O)[nH]1
→ 107	87	103	109	97	93	101	95	102
21	COc1ccc(NC(=O)c2sc3nc(C)c(C(=O)CCc4cccc(OC)c4)cc3c2N)cc1
→ 56	66	72	80	16	67	56	74	65
22	CCC(=O)Oc1ccc(/C(=C(\C)c2ccccc2)c2ccc(OCCN(CC)CC)cc2)cc1
→ 80	/	77	86	95	7.8*	103	88	79
23	O=C(NNC(=O)N1c2ccccc2C=Cc2ccccc21)c1ccccc1
→ 105	/	102	98	96	103	114	100	107
24	c1ccc(Nc2cccc3c(Nc4ccccc4)cccc23)cc1
→ 108	62	86	87	113	99	72	107	92
25	CCCCCCn1cnc2c(=S)nc[nH]c21
→ 102	114	104	108	114	/	/	107	106
26	COc1ccc(-c2nn(-c3cccc(Cl)c3)cc2/C=C/C(=O)c2ccccc2)cc1
→ 92	115	97	102	98	99	105	96	102
27	CCN(CC)c1ccc(-c2nc3c4ccccc4c4ccccc4c3o2)c(O)c1
→ 44	93	94	88	110	36	81	103	69
28	COc1ccc(C)cc1NC(=O)Oc1ccc(C#N)cc1
→ 98	95	102	102	111	101	105	90	100
29	C=CCn1c2c(c3ccccc31)CC1CN(c3ccc(C)cc3)C(=O)C1C2C(=O)O (configuration not stated)
→ 100	/	93	96	98	115	105	96	101
30	COc1cc2[nH]c(C(=O)c3ccc(Cl)cc3)cc2c(OC)c1OC
→ 96	87	81	90	101	88	105	89	99
31	OCc1ccc(CO)cc1
→ 109	94	96	106	105	107	107	102	100
32	Nc1ccc([N+](=O)[O-])cc1S(=O)(=O)O
→ 111	/	105	116	104	102	121	100	95
33	COc1ccc(OC)c(CCn2cncc2-c2c[nH]c3ccc(Cl)cc23)c1
→ 41	21	72	51	29	10	72	60	43
34	Oc1cccc(C=Nc2ccc(Nc3ncnc4sc5c(c34)CCN(Cc3ccccc3)C5)cc2)c1
→ 107	89	98	102	99	112	104	97	96
35	CCOc1ccc2ccccc2c1-c1nc2sc3c(c2c(=O)[nH]1)CCCC3
→ 85	74	88	100	60	99	100	95	88
36	CN1C(=O)C2(SCC(C(=O)NCc3ccccc3)N2C(=O)C2CCCCC2)c2ccccc21 (configuration not stated)
→ 92	47	123	83	100	102	109	99	92
37	COc1ccc(-c2cc(-c3ccc(OC)cc3)nc(NCCCNc3ccnc4cc(Cl)ccc34)n2)cc1
→ 45	112	63	85	84	-60*	-56*	93	-40*
38	COc1ccc(C(c2ccccc2OC)C(Cl)(Cl)Cl)cc1 (configuration not stated)
→ 100	94	90	91	108	82	/	88	87
39	COc1cc2c(cc1OC)C(=O)/C(=C/c1cc(C)c(O)c(C)c1)S2
→ 26	24	-3.7*	73	18	83	60	39	33
40	O=C(CCc1nnc2sc(-c3ccc(O)cc3)nn12)c1nc2ccccc2[nH]1
→ 102	78	102	91	108	108	123	105	95
41	CNC(=S)Nc1ccccc1
→ 106	94	91	101	110	98	109	102	106
42	O=C(NCC1CC1)c1ccccc1NC(=O)c1cc2ccccc2oc1=O
→ 119	52	92	99	91	113	113	115	100
43	CCC(C)N(CCNc1cc(OC)cc2cccnc12)CC(C)C (configuration not stated)
→ 98	109	115	96	110	74	96	94	85
44	Cc1cc(SC#N)cc(C(C)(C)C)c1O
→ 105	92	96	103	102	91	109	113	120
45	COCCOc1ccc2ncc(C#Cc3cncc(C(=O)Nc4ccc(CN5CCN(C)CC5)c(C(F)(F)F)c4)c3)n2n1
→ 0.8*	4.3*	8.6*	-20*	31	16	34	18	-34*
46	CC1=NNC(=O)/C1=C\c1cc(=O)oc2cc(C)ccc12
→ 103	93	95	102	97	93	101	100	99
47	Oc1ccc(OCCOc2ccc(O)cc2)cc1
→ 29	74	28	61	33	87	47	79	50
48	CCCCCCCCSCCO
→ 103	90	106	103	99	101	117	117	109
49	Cn1cc(-c2c(NCc3ccco3)c(=O)c2=O)c2ccccc21
→ 94	89	103	95	98	73	97	110	105
50	O=C(N=Nc1c(O)[nH]c2ccccc12)Nc1ccc(F)c(Cl)c1
→ 54	83	99	98	98	109	83	97	102
51	O=C(Nc1sc2c(c1C(=O)O)CCCC2)c1ccc(Br)cc1
→ 105	98	101	97	100	109	105	102	102
52	Cc1cccc(NCc2ccccc2)c1
→ 98	94	113	103	108	82	102	104	117
53	CCN=C1C=CC(=C(c2ccc(N(CC)CC)cc2)c2ccc(N(CC)CC)cc2)c2ccccc21
→ -86*	-22*	-83*	-19*	-81*	-60*	-81*	-58*	-43*
54	Cn1c(=O)c2[nH]c(SCc3cccnc3)nc2n(C)c1=S
→ 101	93	102	106	98	105	102	105	/
55	O/N=C(/CSc1n[nH]c(-c2ccncc2)n1)c1ccccc1
→ 92	83	93	99	99	103	/	98	101
56	COc1ccc(NC(=O)/C=C/c2ccc(N(C)C)cc2)cn1
→ 103	107	95	98	96	97	105	97	102
57	CCC1=Cc2cc(OC)ccc2OC12C=Cc1cc(OC)ccc1O2 (configuration not stated)
→ 19	24	-24*	39	16	-9.5*	23	21	28
58	CCOC1=CC(=[N+]2CCCC2)CC(C)(C)C1
→ 100	81	102	113	96	119	93	98	96
59	CCCOc1c(OC)cc2c3c1-c1cc4c(cc1CC3OCC2)OCO4 (configuration not stated)
→ 97	83	87	100	102	88	101	98	92
60	N#C/C(=C\c1ccc(Br)cc1)n1nnc2c(F)cccc21
→ 4.4*	19	-7.8*	20	25	-0.2*	-38*	15	-22*

Further compounds follow:
Values in the order – KM12	SNB-75	SF-539	SF-268	SF-295	HT29	HCC-2998	SNB-19	SW-620
61	O=S(=O)(O)c1ccc2c(c1)C(C(Cl)(Cl)Cl)OC(C(Cl)(Cl)Cl)O2 (configuration not stated)
→ 105	91	98	102	109	112	101	114	96
62	COc1ccc(-c2nn(-c3ccccc3)cc2/C=C2\SC(=S)N(c3ccccc3)C2=O)cc1
→ 100	80	92	93	88	110	97	92	98
63	OC1COC(c2ccccc2)OC1C(O)C1OC(c2ccccc2)OCC1O (configuration not stated)
→ 102	100	91	114	/	84	100	96	104
64	CCCCCC(=O)C(C)=O
→ 106	98	94	99	92	106	103	100	103
65	O=[N+]([O-])c1ccc(/C=N/N2CCNC2=S)o1
→ 102	90	104	101	96	112	105	109	107
66	Nc1cc2ccncc2c2ccccc12
→ 69	116	79	76	69	65	83	/	63
67	CNc1ccc(CSc2ccccc2)cc1
→ 103	/	101	84	105	101	107	100	112
68	CS(=O)(=O)Nc1ccc(-c2nc(-c3cccc(OCCN4CCOCC4)c3)c(-c3ccnc(Br)c3)[nH]2)cc1
→ 103	47	70	98	87	100	113	95	95
69	CC(C)C(=O)/C=C/c1ccccc1
→ 110	84	106	99	108	101	109	97	105
70	COc1cc(C2CC(c3ccc(C)cc3)=NN2C(C)=O)ccc1Oc1ccnc2cc(Cl)ccc12 (configuration not stated)
→ 85	/	23	42	15	77	83	58	66
71	Brc1cccc[n+]1-c1cccc(-c2cccc(-[n+]3ccccc3Br)c2)c1
→ 113	95	102	103	79	108	111	98	101
72	Cc1ccc(NS(=O)(=O)c2ccc(Nc3ncc4c(n3)CCCC4=O)cc2)cc1
→ 93	115	91	92	95	108	109	94	93
73	CC(Oc1ccc(Cl)cc1Cl)C(=O)N=Nc1c(O)n(C)c2ccccc12 (configuration not stated)
→ 99	111	109	100	94	101	99	97	104
74	CCn1cc(-c2ccnc(NCCNS(=O)(=O)c3ccccc3)c2)c(-c2cccc(OC)c2)n1
→ 100	106	105	93	105	68	117	93	101
75	CCOc1cccc(Cc2c[nH]c(=O)[nH]c2=O)c1
→ 106	95	102	104	106	98	111	104	103
76	Clc1ccc(-c2nnc(-c3ccc4ccccc4c3)o2)cc1
→ 111	106	100	110	91	93	98	104	98

Gathered by group, the entries above containing two or more sulfur atoms (4)
Values in the order – KM12	SNB-75	SF-539	SF-268	SF-295	HT29	HCC-2998	SNB-19	SW-620
1	Cc1ccc(-c2n[nH]c(=O)c3nc(NC(=S)Nc4ccc(Cl)cc4)sc23)cc1
→ 96	101	99	87	86	96	97	98	96
13	CCN(CC)S(=O)(=O)c1ccc(S(=O)(=O)N2CCC[C@@H](C(=O)N3CCC(F)(F)CC3)C2)cc1
→ 79	48	73	71	61	96	81	70	76
54	Cn1c(=O)c2[nH]c(SCc3cccnc3)nc2n(C)c1=S
→ 101	93	102	106	98	105	102	105	/
62	COc1ccc(-c2nn(-c3ccccc3)cc2/C=C2\SC(=S)N(c3ccccc3)C2=O)cc1
→ 100	80	92	93	88	110	97	92	98

Given bar-delimited: three of the compounds above.
item | Compound | KM12 | SNB-75 | SF-539 | SF-268 | SF-295 | HT29 | HCC-2998 | SNB-19 | SW-620
61 | O=S(=O)(O)c1ccc2c(c1)C(C(Cl)(Cl)Cl)OC(C(Cl)(Cl)Cl)O2 (configuration not stated) | 105 | 91 | 98 | 102 | 109 | 112 | 101 | 114 | 96
71 | Brc1cccc[n+]1-c1cccc(-c2cccc(-[n+]3ccccc3Br)c2)c1 | 113 | 95 | 102 | 103 | 79 | 108 | 111 | 98 | 101
73 | CC(Oc1ccc(Cl)cc1Cl)C(=O)N=Nc1c(O)n(C)c2ccccc12 (configuration not stated) | 99 | 111 | 109 | 100 | 94 | 101 | 99 | 97 | 104
